Bioassay records: PubChem BioAssay, NMMLSC
MEP2 TOR yeast: modulators of MEP2-GFP levels in yeast, primary screen, S. cerevisiae, multiplex flow cytometry, MLPCN library. S. cerevisiae MEP2-GFP strain, 3 h; 100% = DMSO control level. GFP response vs DMSO, % at 10 µM. 330,000 tested, 0.51% active;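 active means GFP response versus DMSO above a set limit, roughly screen mean plus 3 SD, cut at about 180% in these data; inconclusive means fewer than 70 cells counted for a yeast strain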;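 further: median GFP fluorescence of the barcode-gated MEP2-GFP cells per well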
GRK2 inh: compounds blocking aptamer binding on GRK2 – biochemical, human GRK2, bead flow cytometry, HTS, primary screen | Beta-adrenergic receptor kinase 1 (Homo sapiens), P25098 | FAM-aptamer displacement from GRK2 | inhibition of aptamer binding, % at 10 µM | 330,000 tested, 0.59% active;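 active means inhibition of aptamer binding above 40%, roughly 3 SD of noise, on plates passing a quality check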;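 further: median bead fluorescence of bound FAM aptamer so fluorescent compounds give negative values; no value below 0 was filed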
VLA-4 inh: inhibition in human VLA-4 binding assay, primary screen, VLA-4 allosteric modulator project, MLPCN library, flow cytometry, VLA-4 expressing cells; Integrin alpha-4 (Homo sapiens), P13612; ligand binding flow cytometry; inhibition, % (about 7 µM as worked out from the volumes in the protocol); 330,000 tested, 0.2% active; AID 2557, 2010; in the data active means inhibition above about 50%
Target sequence (P13612 whole entry, looked up): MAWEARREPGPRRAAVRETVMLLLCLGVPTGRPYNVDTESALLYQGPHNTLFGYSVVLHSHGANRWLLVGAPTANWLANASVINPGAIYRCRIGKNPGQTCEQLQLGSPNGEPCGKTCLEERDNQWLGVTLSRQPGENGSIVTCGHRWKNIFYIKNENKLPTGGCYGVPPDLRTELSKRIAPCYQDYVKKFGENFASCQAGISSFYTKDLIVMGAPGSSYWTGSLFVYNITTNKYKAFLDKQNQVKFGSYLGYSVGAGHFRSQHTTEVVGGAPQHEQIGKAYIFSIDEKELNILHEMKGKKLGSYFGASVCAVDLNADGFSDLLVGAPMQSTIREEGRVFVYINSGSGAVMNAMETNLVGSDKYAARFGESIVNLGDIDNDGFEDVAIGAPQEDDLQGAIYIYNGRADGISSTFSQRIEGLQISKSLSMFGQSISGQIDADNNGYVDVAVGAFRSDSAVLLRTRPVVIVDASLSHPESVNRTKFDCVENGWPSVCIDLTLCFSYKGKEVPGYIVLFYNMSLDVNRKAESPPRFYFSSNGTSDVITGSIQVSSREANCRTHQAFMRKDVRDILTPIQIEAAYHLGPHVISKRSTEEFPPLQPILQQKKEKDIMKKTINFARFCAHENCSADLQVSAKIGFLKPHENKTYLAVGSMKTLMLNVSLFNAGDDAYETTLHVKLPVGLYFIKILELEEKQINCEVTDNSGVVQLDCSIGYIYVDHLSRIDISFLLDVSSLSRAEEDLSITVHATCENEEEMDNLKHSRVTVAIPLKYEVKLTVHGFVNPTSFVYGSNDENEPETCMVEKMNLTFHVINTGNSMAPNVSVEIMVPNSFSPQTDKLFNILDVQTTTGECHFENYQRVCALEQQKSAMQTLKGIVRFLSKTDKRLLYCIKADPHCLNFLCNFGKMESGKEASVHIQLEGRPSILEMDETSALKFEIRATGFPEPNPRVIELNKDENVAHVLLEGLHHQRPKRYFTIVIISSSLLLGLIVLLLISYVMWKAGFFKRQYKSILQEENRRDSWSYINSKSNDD
CIT2 TOR yeast: modulators of CIT2-GFP expression in yeast, primary screen, S. cerevisiae, GFP fusion, multiplex flow cytometry, MLPCN library. S. cerevisiae CIT2-GFP strain, 3 h; 100 means same as DMSO wells. GFP response vs DMSO, % at 10 µM. 320,000 tested, 0.065% active;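 active means GFP response relative to DMSO above a set limit, near the screen mean plus 3 SD, cut at about 150% in these data; inconclusive means Fewer than 70 cells measured for a yeast strain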;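 further: ratio of well median GFP fluorescence to mean of DMSO wells on the plate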
AGP1-GFP MLPCN: modulators of AGP1-GFP expression in yeast TOR pathway, primary screen, cell-based, multiplex flow cytometry, S. cerevisiae, MLPCN library | GFP response vs DMSO, % at 10 µM | 320,000 tested, 0.02% active | 3 h; GFP as percent of DMSO wells;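 active means GFP response relative to DMSO above a set limit, near screen average plus 3 SD, cut at about 150% in these data; inconclusive means fewer than 70 cells counted for the yeast strain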;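 further: median GFP channel fluorescence of the gated AGP1 strain per well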
CR mimetic SO: reduction of superoxide in aged yeast, primary screen, HTS. S. cerevisiae aged cells, superoxide DHE fluorescence; active compounds read low. superoxide response (% of plate mean), % at 10 µM. 330,000 tested, 0.18% active. AID 2690, 2010;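 active means superoxide response under a set limit, about three screen SD below normal, cut at about 65% in these data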;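 further: yeast aged for seven days with compound at 30 °C before DHE staining; 100% = average MFI of all compound-treated wells on the plate with controls excluded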
RPL19A TOR yeast: RPL19A-GFP expression modulators in yeast, primary screen, cell-based, S. cerevisiae, multiplex flow cytometry, MLPCN; 330,000 tested, 0.3% active; S. cerevisiae RPL19A-GFP strain, 3 h; active compounds read low; percent response vs DMSO, % at 10 µM; AID 2025, 2009;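 active means percent response vs DMSO below 50%; inconclusive means fewer than 70 events counted for the yeast strain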;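 further: median channel GFP fluorescence of the barcoded RPL19A-GFP strain; ratio of sample median GFP to plate DMSO average so 100% = DMSO; lower means less RPL19A-GFP as with rapamycin TOR inhibition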
LAP4 TOR yeast: modulators of LAP4-GFP expression in yeast, primary screen, S. cerevisiae, multiplex flow cytometry, MLPCN library. 320,000 tested, 0.34% active. AID 2023, 2009. GFP response vs DMSO, % at 10 µM. 3 h; median GFP as percent of DMSO wells;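 active means GFP response vs DMSO above a set limit, about the screen mean plus 3 SD, cut at about 150% in these data; inconclusive means under 70 cell events counted for the yeast strain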
An asterisk follows results filed as active; ? = inconclusive; [ ] = another dose, or the depositor's remark. Compounds were not picked by outcome; any-hit rate near 1.7%.

SMILES	MEP2 TOR yeast	GRK2 inh	VLA-4 inh	CIT2 TOR yeast	AGP1-GFP MLPCN	CR mimetic SO	RPL19A TOR yeast	LAP4 TOR yeast
COc1ccc(NC(=O)NC23CC4(C)CC(C)(CC(C)(C4)C2)C3)cc1	95.7	0.0	-4.0	98.6	99.2	95.1	98.3	95.8
COc1ccc(/C=C2\SC(=S)N(CCCC(=O)N3CCOCC3)C2=O)cc1	101.0	3.0	2.0	94.1	90.5	99.7	100.1	92.1
Cc1ccc(C(=O)NCCCNCCCNC(=O)c2ccc(C)nc2)cn1	100.2	45.0*	-10.0	94.2	102.7	81.3	97.0	90.1
CCOc1ccc(S(=O)(=O)Nc2ccccc2C(=O)N(C)C2CCN(C)CC2)cc1	100.5	2.0	49.7*	93.9	94.0	85.8	93.2	94.7
O=C(CCCn1c(=O)c2sccc2n(CC(=O)NCC2CCCO2)c1=O)NCc1ccco1 (stereo not drawn)	102.4	1.0	5.5	110.6	110.5	95.1	103.1	118.1
CCN(CC)S(=O)(=O)c1ccc(Cl)c(NC(=O)COc2ccc(OC)cc2[N+](=O)[O-])c1	102.9	1.0	3.3	106.9	101.5	85.2	102.5	99.0
O=c1[nH]cnc2c1ncn2[C@@H]1C[C@@H](O)[C@H](CO)O1	104.0	2.0	-1.4	98.2	96.1	98.4	104.3	89.0
CCOC(=O)C1CCN(S(=O)(=O)c2ccc3c(c2)N(C(C)=O)CCO3)CC1	98.6	2.0	19.1	105.6	105.3	89.4	100.9	90.6
Oc1ccc(/C=N/NC(=S)NCc2ccco2)cc1	108.2	1.0	12.0	104.1	102.1	92.3	101.0	100.4
COc1cc(C(=O)N2C(=O)c3cccc(N)c3C2=O)cc(OC)c1OC	94.9	1.0	-6.6	92.2	101.8	88.6	98.7	105.5
COc1ccc(CCN2C(=O)NC(NC(C)=O)(C(F)(F)F)C2=O)cc1OC (stereo not drawn)	103.8	1.0	-25.7	104.1	109.5	78.1	117.1	101.8
CCN1CCN(CCCNC(=O)C2c3ccccc3C(=O)N(c3ccc(OC)cc3)C2c2ccc(OC)cc2)CC1 (stereo not drawn)	96.3	0.0	5.7	98.4	97.5	103.2	96.6	98.6
COc1ccc(C(=O)NC(C)c2nccs2)cc1OC1CCN(C(C)C)CC1 (stereo not drawn)	108.6	1.0	-5.0	102.9	99.0	88.1	101.3	93.6
Cc1cccc(NS(=O)(=O)c2nnc(NC(=O)c3ccc(C)c(C)c3)s2)c1	104.2	2.0	-4.7	99.5	103.3	104.4	99.0	104.4
CCNC(=S)N(CCc1ccc(OC)c(OC)c1)Cc1cc2cc(OC)ccc2[nH]c1=O	105.1	0.0	34.3	100.0	104.1	94.0	100.4	109.6
CCCn1c(C)cc(C(=O)CN2C(=O)c3ccccc3C2=O)c1C	134.7	0.0	3.9	92.8	96.1	97.1	61.4	99.5
C=CCNC(=O)c1ccccc1NC(=O)c1ccccc1SC	93.0	2.0	14.2	93.9	88.0	104.3	94.5	89.2
CN(C)S(=O)(=O)c1cccc(NC(=O)c2ccc3c(c2)S(=O)(=O)N=C2CCCCCN23)c1	102.4	1.0	7.4	100.1	107.4	101.1	99.1	109.7
CSc1cccc(CN2CCC(CO)(Cc3ccccc3)CC2)c1	98.1	4.0	6.5	91.8	94.8	99.7	95.8	103.0
COc1ccc(CCN(C(=O)C(F)(F)F)C(C(=O)NC2CCCCC2)c2cccs2)cc1 (stereo not drawn)	103.5	0.0	18.8	104.0	101.1	99.2	105.0	98.4
COc1ccccc1CNc1ncnc2cc(OC)c(OC)cc12	102.6	1.0	18.8	99.8	101.5	96.1	98.5	92.5
CCOCCCNC(=O)c1ccc(CS(=O)(=O)c2cccc(C(F)(F)F)c2)o1	98.9	48.0*	2.5	95.3	94.2	101.9	97.7	105.2
CC(C(=O)OCC(=O)Nc1ncc(Cl)cc1Cl)N1C(=O)c2ccccc2C1=O (stereo not drawn)	101.3	0.0	-4.1	100.5	101.5	107.2	90.6	106.1
CCN1CCN(c2ncnc3c2cnn3-c2ccc(Cl)cc2)CC1	100.2	3.0	10.3	95.1	101.5	95.3	95.6	99.2
CC(C)(C)NC(=S)NNC(=O)c1cccc(Br)c1	101.7	1.0	1.5	103.2	102.5	108.1	100.5	112.0
CCCCOc1ccc(CN2CCSCC2)cc1	104.3	3.0	2.9	97.9	98.6	97.8	99.1	95.6
Cc1ccc(C2CC(=O)c3cnc(N4CCN(c5ccccc5)CC4)nc3C2)cc1 (stereo not drawn)	100.1	2.0	-6.6	106.0	104.4	102.8	101.0	102.4
CCCc1nc2sc3ccccc3c(=O)c2c(=O)n1CCOC	105.1	0.0	-6.0	100.5	107.0	106.1	99.8	102.8
O=C(CN1C(=O)NC2(CCCCCCC2)C1=O)NCc1ccc(F)cc1	98.0	1.0	-23.0	95.4	103.6	92.4	95.5	101.8
CN1C(=O)C(C)(C)c2cc(S(=O)(=O)NCc3ccc(C(=O)NCc4ccco4)cc3)ccc21	100.4	0.0	39.0	94.1	98.8	88.4	95.0	92.1
CCC(C)(C)NC(=O)C(c1cccn1C)N(Cc1ccc(C)cc1)C(=O)Cn1nnc2ccccc21 (stereo not drawn)	200.1*[may fluoresce violet]	1.0	9.8	?	97.3	112.8	102.2	85.1[may fluoresce violet]
CCOC(=O)CSC1=Nc2ccccc2C2=NC(CC(=O)NCc3cccs3)C(=O)N12 (stereo not drawn)	95.7	4.0	-3.5	89.7	101.2	90.7	95.5	99.7
Cc1nc(N)[nH]c(=O)c1CCC(=O)OCC(C)C	97.2	2.0	-6.5	76.0	87.6	128.7	89.9	84.5
Cc1ccc(C2(C)NC(=O)N(CC(=O)c3ccc(Cl)s3)C2=O)cc1 (stereo not drawn)	99.5	4.0	14.4	101.5	102.7	106.6	104.3	94.5
COc1ccc(OCC(=O)Nc2cc(-c3nn(C)c(=O)c4ccccc34)ccc2N2CCOCC2)cc1	96.8	1.0	-2.4	96.9	101.3	78.7	95.4	90.0
Cc1cc(C)cc(N(C(=O)Cn2nnc3ccccc32)C(C(=O)NCc2ccco2)c2ccncc2)c1 (stereo not drawn)	97.7	0.0	3.0	90.5	89.4	101.9	95.3	92.9
COc1ccc(C(=O)N2CCN=C2SC)cc1	86.1	0.0	13.7	90.4	91.6	125.4	87.7	97.0
O=S(=O)(c1ccc(NC(=S)NC2CC2)cc1)N1CCOCC1	108.1	0.0	-5.6	97.1	103.7	96.7	101.7	102.3
Cc1cc(N)n(-c2ccc3ccccc3c2)n1	93.9	0.0	6.8	90.3	92.0	100.8	92.1	94.4
Cc1n[nH]c(=S)n(/N=C/c2ccccn2)c1=O	92.8	0.0	13.5	91.1	91.9	100.0	89.6	96.4

Among those listed so far, these contain an aryl thioether with sulfur outside any ring.
SMILES	MEP2 TOR yeast	GRK2 inh	VLA-4 inh	CIT2 TOR yeast	AGP1-GFP MLPCN	CR mimetic SO	RPL19A TOR yeast	LAP4 TOR yeast
C=CCNC(=O)c1ccccc1NC(=O)c1ccccc1SC	93.0	2.0	14.2	93.9	88.0	104.3	94.5	89.2
CSc1cccc(CN2CCC(CO)(Cc3ccccc3)CC2)c1	98.1	4.0	6.5	91.8	94.8	99.7	95.8	103.0

Remaining list, next part.
SMILES	MEP2 TOR yeast	GRK2 inh	VLA-4 inh	CIT2 TOR yeast	AGP1-GFP MLPCN	CR mimetic SO	RPL19A TOR yeast	LAP4 TOR yeast
COc1ccc(/C=N/NC(=O)c2ccccc2OC)cc1COc1ccc(C)cc1	90.3	0.0	12.5	96.4	97.3	100.8	93.0	94.5
COc1ccc(C2C(=O)N(C3CCCCC3)CC(=O)N2CCc2ccccc2)cc1OC (stereo not drawn)	102.5	1.0	2.1	102.5	102.7	83.7	100.4	105.6
Cn1c(=O)c(=O)n(C)c2cc(S(=O)(=O)N3CCN(c4ccc(F)cc4)CC3)ccc21	99.5	2.0	19.2	96.2	92.9	92.9	96.8	90.6
S=c1[nH]c2cc(Cl)c3cccnc3c2o1	112.7	2.0	8.2	105.8	96.3	105.6	102.4	88.5
CC1O[C@H](OC2C(COC3OC(CO)C(O)[C@H](O)C3O)OC(OC3CC[C@]4(C)C(CC[C@@]5(C)[C@@H]4C=C[C@]46OC[C@@]7(CCC(C)(C)C[C@H]74)C(O)C[C@@]56C)C3(C)C)C(O)C2O)C(O)C(O)C1O (stereo partly drawn)	93.5	0.0	12.6	100.5	104.2	108.3	99.7	92.6
COc1ccc(/C=N/Nc2nc(N3CCCC3)nc(N3CCCC3)n2)cc1O	95.6	1.0	16.2	97.8	92.7	98.7	96.3	86.1
CC(C)c1ccc(C(=O)Nc2ccc(CN3CCOCC3)cc2)cc1	102.6	0.0	-5.1	95.8	89.0	111.6	103.8	93.6
COc1ccc(-n2c(O)c(/C=N/n3cnnc3)c3ccccc3c2=O)cc1	129.8	2.0	5.2	111.6	49.3	95.5	83.5	100.3
COc1ccccc1CNCc1ccc(OC)c(OC)c1OC	103.1	4.0	10.4	105.1	100.7	108.9	102.6	95.8
OCCN1CCN(c2ncnc3nc[nH]c23)CC1	82.2	0.0	-11.4	83.2	96.3	96.2	107.8	88.4
Nc1cc(C(=O)OCC(=O)NCC2CCCO2)ccc1Cl (stereo not drawn)	103.0	5.0	20.4	91.0	98.8	101.5	99.6	101.4
CC1=N/C(=C\c2ccc([N+](=O)[O-])cc2)C(=O)N1c1cc(Cl)ccc1C	106.7	0.0	-19.2	100.1	101.2	106.6	97.3	109.5
COc1ccc(OC)c2c1C(=O)C(Cl)=C(Cl)C2=O	290.7*[may fluoresce violet]	3.0	-35.5	?	13.6[may fluoresce violet]	131.9	43.8*[may fluoresce violet]	149.9[may fluoresce violet]
Cc1ccc(C(=O)CSc2nnc(-c3snnc3C)n2C2CC2)cc1	95.4	0.0	1.9	101.4	105.6	115.6	91.1	102.4
CCOc1cccc(-c2c(C(=O)N/N=C/c3c(F)cccc3Cl)nnn2-c2nonc2N)c1	110.6	5.0	4.4	103.2	113.3	125.8	106.9	111.2
N#Cc1nc(COc2ccc(Cl)cc2Cl)oc1N1CCN(c2ccccc2)CC1	105.5	0.0	-2.8	105.5	104.4	106.5	101.2	115.1
Cc1ccc(SCc2c(C(=O)N/N=C/c3cccnc3)nnn2-c2nonc2N)cc1	103.5	1.0	-8.2	100.0	102.5	96.7	99.9	94.9
CC(=O)Nc1nnc(S(=O)(=O)N2CCN(c3ccc(Cl)cc3[N+](=O)[O-])CC2)s1	112.6	0.0	4.4	105.0	105.4	101.2	106.3	105.9
CCCCCCC(=O)Nc1nc(C)c(-c2csc(Nc3cc(Cl)ccc3C)n2)s1	92.5	0.0	16.8	107.1	100.8	98.5	102.2	108.3
CCc1nc(SCC(=O)Nc2ccc3c(c2)OCCO3)c2oc3ccccc3c2n1	103.0	0.0	2.6	90.8	102.3	111.8	102.6	103.1
COCCn1c(N)c(Sc2ccc(Cl)cc2)c(=O)[nH]c1=O	101.6	0.0	-2.1	95.0	100.3	116.7	100.9	109.4
Cc1ccc(CNCC(=O)Nc2ccc(N3CCOCC3)cc2)cc1	96.6	2.0	3.7	90.9	99.3	105.7	94.8	109.5
